HSP90 refold inh = blocks HSP90-mediated luciferase refolding in reticulocyte lysate | Rabbit reticulocyte lysate, luciferase refolding luminescence, 3 h | inhibition, % at 5.6 µM | actives 0.91% (n = 290,000);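 active = inhibition above the screen-wide mean plus 3 SD, computed separately per campaign, cut at about 16% in these data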;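 note: 0% = DMSO wells and 100% = 60 µM geldanamycin wells; inhibitors lower the luminescence because luciferase stays unfolded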
IEC-6 tox = counter-screen for KLF5 inhibitors: cytotoxicity in IEC-6 cells | actives 0.78% (n = 290,000) | IEC-6 cytotoxicity, luminescence viability | AID 1825 | inhibition, % at 5 µM; in the data active = inhibition above about 22%;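 note: 0% = plate median of test compound wells and 100% = cytotoxic reference compound wells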
HSF1 inh = HSF1 inhibition; actives 0.77% (n = 300,000); NIH3T3-HGL HSE-luciferase, MG132-induced, luminescence 8 h; hits give low values; activity change, negative = inhibition, % at 7.5 µM (by protocol);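 active = more than half of replicate wells show activity change below -50%, luminescence cut by over half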;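 note: luciferase reports HSF-1 transcriptional activity via heat shock element; 0% = median of DMSO wells and -100% = zero luminescence signal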
aSyn 5UTR inh = 5' untranslated region of α-synuclein, MLPCN primary screen; alpha-synuclein 5'UTR reporter, inhibitor activity; inhibition, % (tested at 7.5 µM); actives 0.82% (n = 300,000); AID 1813; in the data active = inhibition above about 60%;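 note: H4 neuroglioblastoma cells stably carrying SNCA 5'UTR luciferase fusion; 0% = DMSO wells and 100% = positive control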
AI-2 QS modul = Vibrio harveyi AI-2 quorum sensing modulation. Vibrio harveyi JMH597 AI-2 luminescence/OD600 ratio, 9 h; hits give low values; strain lacks LuxN and CqsS sensors; 0 = neutral-control median. activity change, % at 7.5 µM. actives 0.4% (n = 300,000); in the data active = activity change below about -75%, passing the limit was not always enough;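 note: luminescence divided by OD600 gain over 9 h not by final OD600 alone; inactives centre near 13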
HIF activator = HIF pathway transcriptional activation | U2OS HRE-luciferase reporter, luminescence; normalized: DMSO 0%, desferrioxamine 100% | activation, % at 7.5 µM (by protocol) | actives 0.32% (n = 300,000);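 active = mean activation of at least 10% of the iron chelator positive control signal, with at least half of replicates also reaching 10%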
GSK3B inh = human GSK3beta kinase inhibition | P49841 | GST-GSK3beta kinase, ADP-Glo luminescence, 60 min; hits give low values | activity score (negative = inhibition), % at 10 µM | AID 2097 | actives 0.038% (n = 300,000);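 active = more than half of replicate wells score below -50%, meaning over 50% inhibition versus plate controls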;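 note: 0% = median DMSO wells and -100% = median GW8510 positive control wells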
Target sequence (P49841 whole entry, looked up): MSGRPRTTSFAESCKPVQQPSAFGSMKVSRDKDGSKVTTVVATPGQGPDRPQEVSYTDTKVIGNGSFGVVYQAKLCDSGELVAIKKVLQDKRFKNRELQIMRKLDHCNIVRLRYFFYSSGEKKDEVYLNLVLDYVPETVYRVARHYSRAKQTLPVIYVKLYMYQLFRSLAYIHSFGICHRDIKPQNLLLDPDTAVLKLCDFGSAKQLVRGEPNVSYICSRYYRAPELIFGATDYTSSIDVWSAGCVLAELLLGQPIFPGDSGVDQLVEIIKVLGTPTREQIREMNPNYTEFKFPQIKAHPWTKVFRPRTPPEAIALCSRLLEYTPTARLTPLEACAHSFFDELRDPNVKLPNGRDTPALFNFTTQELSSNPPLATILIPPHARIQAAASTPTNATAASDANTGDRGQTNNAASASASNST
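Assay system: GST-fused GSK3beta enzyme, cell-free / Medium: Tris pH 7.5 buffer with MgCl2, DTT, BSA, heparin / Also added: peptide substrate plus 25 µM ATP (final) / Compound: 10 µM single point / Timing: kinase reaction with compound 60 min at room temperature / Detection: ADP-Glo luminescence / Benchmarks: DMSO neutral wells and GW8510 at 20 µM as positive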
KLF5 inhibitor = kruppel-like factor 5 inhibition | DLD-1 KLF5 promoter-luciferase reporter, luminescence | actives 0.23% (n = 290,000) | inhibition, % at 5 µM;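 active = inhibition above a per-plate limit of that plate's mean compound inhibition plus 3 SD, cut at about 60% in these data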;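 note: 0% = DMSO wells and 100% = LY294002 at 200 µM; higher means less KLF5 promoter-driven luciferase light; inactives centre near -14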
HSF1 activator = increases HSF-1 driven luciferase reporter signal. NIH3T3-HGL HSF-1 luciferase reporter, MG132, 8 h; 100% = twice DMSO control signal. activation, % at 9 µM. actives 1.7% (n = 300,000). AID 504408;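 active = mean replicate activation of at least 50% with a set share of replicates each reaching 50%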;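 note: 0% = median of the neutral control wells and 100% = twice that signal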
GSK3A inh = blocks human GSK-3 alpha kinase. P49840. ADP-Glo luminescence, 60 min. inhibition, % at 10 µM. actives 0.1% (n = 320,000). AID 2650;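 in the data active = inhibition above about 50%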;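 note: GST-tagged GSK-3 alpha with peptide substrate and 25 µM ATP; 0% = DMSO neutral wells and 100% = GW8510 positive control wells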
Target sequence (P49840 whole entry, looked up): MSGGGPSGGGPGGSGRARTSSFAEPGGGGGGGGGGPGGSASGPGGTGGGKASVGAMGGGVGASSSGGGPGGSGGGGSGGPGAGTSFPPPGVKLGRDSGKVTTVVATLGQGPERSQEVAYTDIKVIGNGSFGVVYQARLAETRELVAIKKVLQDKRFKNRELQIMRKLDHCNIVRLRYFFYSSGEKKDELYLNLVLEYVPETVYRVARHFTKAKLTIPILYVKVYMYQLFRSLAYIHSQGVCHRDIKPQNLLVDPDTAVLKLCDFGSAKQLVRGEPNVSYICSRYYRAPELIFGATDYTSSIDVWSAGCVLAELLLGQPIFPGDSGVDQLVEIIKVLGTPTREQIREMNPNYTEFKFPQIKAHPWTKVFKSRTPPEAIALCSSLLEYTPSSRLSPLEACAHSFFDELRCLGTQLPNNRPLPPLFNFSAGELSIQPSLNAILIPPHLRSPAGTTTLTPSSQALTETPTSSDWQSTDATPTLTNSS
* = called active by the depositor; · = no result given.

Values run as follows: HSP90 refold inh	IEC-6 tox	HSF1 inh	aSyn 5UTR inh	AI-2 QS modul	HIF activator	GSK3B inh	KLF5 inhibitor	HSF1 activator	GSK3A inh
O=C1C2C3C=CC(C4CC34)C2C(=O)N1c1ccc2c(c1)OCO2 (stereo not drawn)
 : 2	-7	0	-26	2	0.1	1	-21	8	-1
COc1cccc(NS(=O)(=O)c2ccc3c(c2)C2C=CCC2C(c2ccc(C(=O)O)cc2)N3)c1 (stereo not drawn)
 : 4	-14	-9	18	35	-0.2	3	-5	-9	-3
Cc1cccc(CC(=O)Nc2cc(=O)n(C)c(=O)n2C)c1
 : 0	8	-1	23	44	-0.4	1	-33	-3	-1
CCCn1c(N)c(C(=O)CSc2nnnn2-c2ccc(O)cc2)c(=O)n(C)c1=O
 : -1	6	1	18	27	-0.2	0	-8	-1	-2
Cc1cc(C)cc(N(CC(=O)NCc2ccco2)S(=O)(=O)c2ccccc2)c1
 : -2	-4	7	-15	29	0.2	1	-21	10	-3
O=C(c1cc(Br)c[nH]1)N1CCCCC1
 : -7	-7	1	19	31	-17	1	-33	-1	1
CC(=O)N1CN(CCCn2ccnc2)Cc2c1sc1c2CCCC1
 : 5	1	2	-23	11	0.3	1	-20	4	8
CN1CCN(NC(=O)c2cc(S(=O)(=O)N3CCOCC3)c(Cl)cc2Cl)CC1
 : 0	-2	-2	6	-8	-0.5	-4	2	-6	0
CCCn1c(SCC(=O)Nc2cccc(C)n2)nc2c1c(=O)n(C)c(=O)n2C
 : -5	-2	5	22	15	-0.2	-2	-4	-6	2
Oc1ccc(-c2cccc(-c3ccc(O)cc3)n2)cc1
 : 0	2	11	-68	1	2.7	0	-83	32	-2
COC(=O)c1c(-c2ccccc2)noc1C
 : -2	3	-5	14	23	0.5	2	-12	-18	-7
O=[N+]([O-])c1cccc(-c2ccc(/C=N/Nc3nc(N4CCCCC4)nc(N4CCCCC4)n3)o2)c1
 : -3	-5	-20	73*	1	-1.2	3	-23	-25	-1
CCN(CC)S(=O)(=O)c1ccc(NC(=O)c2cc(-c3cccs3)nc3ccccc23)cc1
 : -3	1	-14	-2	9	-0.6	1	-28	-7	1
CC(O)CCC(=O)NCCNC(=O)CCC(C)O (stereo not drawn)
 : 2	-3	0	-23	6	-1.4	2	4	-4	-1
CC(=O)N1CC=C2C(C#N)=C(N)C(C#N)(C#N)C(CCc3ccccc3)C2C1 (stereo not drawn)
 : 0	0	9	-12	13	0.2	-3	-13	9	10
Cc1ccc(C)c(S(=O)(=O)n2cnc3ccccc32)c1
 : -2	-8	-13	27	10	-0.1	-1	-20	3	1
O=C(CNCCC1=CCCCC1)Nc1ccccc1N1CCCCC1
 : 0	5	-2	30	10	-0.2	1	-9	9	0
CC(C)c1ccc(/C=C/C(=O)CCC(=O)O)cc1
 : -1	-5	-6	28	6	-0.2	1	-286	-2	-2
CC(=O)[C@H]1[C@H](c2cccc(Cl)c2)C(C#N)(C#N)[C@@H]2c3ccccc3C=CN21
 : 1	4	11	-21	25	-0.5	1	-3	13	·
COc1ccccc1NC(=O)CNC(=O)c1ccc(Br)o1
 : 2	-1	30	-1	3	-3.9	0	-1	50	0
CCCc1nnc(NC(=O)CNc2ccc(F)cc2)s1
 : 0	-5	-6	-7	5	0.3	-3	-61	18	·
Cc1ccc(N2CC(C(=O)Nc3ccc(N4CCOCC4)cc3)CC2=O)cc1C (stereo not drawn)
 : 1	0	3	0	7	0.0	-1	14	5	0
COCCNC(=O)/C(C#N)=C/c1ccc(O)cc1
 : -3	6	5	0	9	0.6	-16	-31	4	15
CN(C)S(=O)(=O)c1ccc(NC(=O)c2ccccn2)cc1
 : 4	3	8	-79	-10	1.4	2	-117	22	-2
COc1cc(C2=NOC(C(=O)N3CCCCCC3)C2)cc(OC)c1OC (stereo not drawn)
 : -1	-6	-1	15	24	-0.2	-13	-41	-12	·
COc1ccc(NC(=O)CN2C(=O)COc3ccc(S(=O)(=O)N4CCCCCC4)cc32)cc1
 : 9	5	-2	52	10	-0.1	-1	-31	16	-2
COC(=O)NCC(c1ccc2c(c1)OCO2)N1CCN(c2ccccc2)CC1 (stereo not drawn)
 : -3	0	-4	1	25	0.0	-16	-25	-8	-3
CCOc1ccc(NC(=O)C2CCCN2C(=O)Oc2ccccc2)cc1 (stereo not drawn)
 : -4	-10	0	6	11	0.4	1	4	-4	-2
CN1C(=O)C(=O)/C(=C(/O)c2ccccc2)C1c1ccccc1 (stereo not drawn)
 : 1	4	-6	2	11	-0.1	-4	1	-18	0
Cc1nc(-c2cccc(C(F)(F)F)c2)sc1C(=O)O
 : 1	-3	6	-16	4	0.5	5	-60	-1	-2
CCCCCC(=O)N/N=C/c1ccco1
 : -3	-4	-4	-5	15	-0.1	-2	-25	-7	-8
CCOC(=O)N1CCN(C(=O)c2ccc3oc(CCCc4ccccc4)nc3c2)CC1
 : -1	3	23	-150	22	4.2	4	-204	61*	0
O=C(NC(Nc1nc2ccc([N+](=O)[O-])cc2s1)(C(F)(F)F)C(F)(F)F)c1ccccc1Cl
 : 2	76*	-12	86*	48	0.0	1	77*	-10	·
O=C(Nc1ccn(-c2ccccc2)n1)c1ccc(S(=O)(=O)N2CCCCCC2)cc1
 : 4	4	4	-37	0	-0.2	-1	-53	-20	2
COCCNC(=O)c1ccccc1NC(=O)CCSc1ccccc1
 : -1	3	4	-1	13	0.8	0	-25	4	-1
O=C(c1ccco1)N1CCN(c2ncnc3c2[nH]c2ccc(Cl)cc23)CC1
 : -3	0	-2	-21	-56	0.3	0	-8	-18	6
Cn1c2ccc(F)cc2c2ncn(CC3CCCO3)c(=O)c21 (stereo not drawn)
 : -4	1	·	·	31	·	0	9	·	-2
CCCc1c2ccccc2nc2ccccc12
 : -1	5	2	16	8	0.3	2	-12	-4	2
CCCC/C=C1\CCc2c([nH]c3ccccc23)C1=O
 : -4	-1	21	-75	9	2.4	0	-7	49	-2
CCc1nnc(NS(=O)(=O)c2ccc(NC(=O)c3cccc(OC)c3)cc2)s1
 : -3	-2	-1	4	14	0.4	1	-35	-5	-5
COc1ccccc1-c1nc2n(n1)C(c1ccccc1Cl)C(C(N)=O)=C(C)N2 (stereo not drawn)
 : -1	-6	2	3	13	-0.1	-3	-14	2	-1
CCCNC(=S)N1CCN(c2nc(-c3cccc(OC)c3)cs2)CC1
 : 2	9	-6	-11	-2	1.1	-2	-15	-2	-3
CCCCSCCCNC(=O)c1cn(C)c2ccc(S(=O)(=O)N3CCCC3)cc2c1=O
 : -2	2	-1	-2	23	-0.2	0	-23	11	-1
COc1cccc(NC(=O)Cc2nnc(SCC(=O)NC3CCCC3)n2C)c1
 : -2	1	15	-9	2	0.4	2	-23	29	5
CCc1ccc(-c2ccc3nnc(SCC(N)=O)n3n2)cc1
 : -4	7	-3	-1	36	0.7	2	-17	11	-1
CCCCn1c(SCC(=O)c2ccc3c(c2)NC(=O)CO3)nc2cc(S(N)(=O)=O)ccc21
 : -1	0	3	-11	20	-0.2	-1	-39	3	0
Cc1ccc(NC(=S)N2CCN(c3ccccn3)CC2)cc1C
 : -1	3	-10	-3	-7	0.0	0	-15	-10	0
COc1cccc(C(=O)NCc2ccc(-c3nc4ccccc4s3)cc2)c1
 : 1	1	6	-109	10	0.3	0	-61	18	2
Cc1cccc(CCNC(=O)CCNC(=O)Cn2ccc3ccccc3c2=O)c1
 : 2	-1	7	14	8	-0.1	2	-27	7	-1
O=C(/C=C/c1ncc(C(F)(F)F)cc1Cl)OCc1ccccc1
 : 1	0	-1	-21	0	0.3	-6	-17	-10	·
CCN(c1ccccc1)c1cc(C)nc2nc(C)nn12
 : -4	2	-7	11	11	-0.3	2	-12	-7	-3
CC(=O)c1c(N2CCCC2)[nH]c(-c2ccccc2)nc1=S
 : -1	2	-1	28	10	-0.2	0	7	6	-4
COc1ccc(C2Nc3ccccc3C(=O)N2NC(C)=O)cc1OC (stereo not drawn)
 : 3	2	-4	-5	35	0.0	1	-22	-3	-1
CCOc1ccc(NC(=O)CN(C)C(=O)c2ccc(C)c(S(=O)(=O)N3CCCCC3)c2)cc1OCC
 : -6	-1	-14	21	14	-0.3	2	-11	-25	·
O=C1ON=C(c2ccccc2)/C1=C/c1ccc(OS(=O)(=O)c2ccccc2)cc1
 : -4	1	·	·	·	·	·	-23	·	-7
O=C(COC(=O)C12CC3CC(CC(C3)C1)C2)Nc1ccccc1F
 : -2	1	4	-5	22	1.5	3	-26	10	0
O=C(c1ccccc1NS(=O)(=O)c1ccc(Br)s1)N1CCOCC1
 : 4	0	-3	3	21	-0.1	-3	-19	5	-5
O=C(O)c1ccc(N2Cc3ccccc3C2)cc1O
 : 4	-3	-5	14	16	0.3	10	-6	-3	4
O=C(CCN1C(=O)c2ccccc2C1=O)N1CCN(c2ccccc2)CC1
 : -1	7	0	-16	34	-0.5	2	-31	13	-1
S=C1NCCOCCOCCOCCOCCN1
 : 1	2	4	22	23	0.0	1	-13	2	-4

Further records follow:
Values run as follows: HSP90 refold inh	IEC-6 tox	HSF1 inh	aSyn 5UTR inh	AI-2 QS modul	HIF activator	GSK3B inh	KLF5 inhibitor	HSF1 activator	GSK3A inh
O=c1c(-c2ccc(O)cc2)coc2c(C3O[C@H](CO)[C@@H](O)[C@H](O)[C@H]3O)c(O)ccc12 (stereo partly drawn)
 : -2	-8	0	-4	11	-0.2	-4	-25	-3	-4
COc1cc(OC)cc(-c2cc3nc(C)c(CCC(=O)NCc4ccccc4)c(C)n3n2)c1
 : 13	-1	-57*	75*	1	-3.3	-1	27	-53	-1
O=C(Cn1nnc(-c2ccccc2F)n1)N1CCCCC1
 : -8	-7	1	-120	13	1.5	1	-134	-2	-5
Cc1nc2sc(C(c3ccc(Br)cc3)N3CC(C)OC(C)C3)c(O)n2n1 (stereo not drawn)
 : 4	-4	2	7	15	0.8	0	2	-2	-1
O=C(CN(Cc1ccccc1Cl)C(=O)c1csnn1)NC1CCCC1
 : -3	4	1	7	11	0.2	1	-3	1	-4
C#CCSc1cc(C(F)(F)F)nc(-c2ccccn2)n1
 : -1	-3	-4	-27	28	-0.2	0	-9	-4	0
NC(=O)C1(N2CCCCC2)CCN(C2CC(=O)N(Cc3cccs3)C2=O)CC1 (stereo not drawn)
 : -4	-9	-1	-1	17	-0.2	0	-27	-4	1
CC(C)(C)C(=O)Nc1cc(C(F)(F)F)ccc1-n1ccnc1
 : 3	4	-10	-17	13	-0.7	2	-16	6	-1
O=C1CC(c2cccc(Cl)c2)CC(O)=C1C=NC1CCCC1 (stereo not drawn)
 : -7	-1	-7	0	-12	-0.4	-4	-26	-1	2
O=C(COc1ccccc1Cl)NCCC1=CCCCC1
 : -2	-3	-1	-28	17	0.3	3	2	12	1

Bioassay records (PubChem)

Compounds as they come. About 4.7% of those tested had a hit in this group.
